# Bioassay records: PubChem BioAssay, several laboratories
# Rab2A wt mod: changes GTP binding to wildtype dog Rab2A, up or down | P61105 | GST-Rab2 wt beads, Bodipy-GTP binding, flow cytometry | GTP binding activity, % at 10 µM | hit rate 0.19% among 190,000 | AID 760;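 active = GTP binding activity at least 20 points away from 100%, either lowered or raised; inconclusive = signal likely due to the compound's own green fluorescence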;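 note: 0% = beads with excess unlabeled GTP and 100% = no-compound control corrected for plate trend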
# Avidin bead fluor: compound fluoresces at 488/530 nm on avidin beads | compound fluorescence 488/530 nm, flow cytometry; hits give high values | fluorescence (KMESF) at 10 µM | hit rate 0.38% among 220,000; in the data active = fluorescence above about 47; note: inactives centre near 10
# GSH bead fluor: GSH bead compound fluorescence profile; hit rate 0.25% among 190,000; GSH beads flow cytometry, compound fluorescence 488/530 nm; hits give high values; fluorescence (KMESF) at 10 µM; in the data active = fluorescence above about 89;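 note: glutathione beads carrying GST-tagged Bcl family fusion proteins plus one bare bead set; values are compound well signal with DMSO vehicle wells as background; inactives centre near 16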
# ABCB1 block: human ABCB1 inhibition, ABCG2 as counter-screen; P08183; hit rate 0.067% among 190,000; inhibition, % at 6.6 µM; CCRF-Adr cells, JC-1 efflux, flow cytometry; AID 1326; in the data active = inhibition above about 40%;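 note: 0% = vehicle and 100% = reference inhibitor; higher value means more JC-1 retained so stronger ABCB1 efflux block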
# HRas wt GTP: changes GTP binding to wildtype human HRas; GST-Ras wt beads, Bodipy-FL-GTP binding, flow cytometry; actives lie on both sides; P01112; GTP binding activity, % at 10 µM; hit rate 0.14% among 190,000;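 active = GTP binding activity at least 20% away from the 100% baseline, either lowered as inhibitor or raised as activator; inconclusive = flagged as likely green fluorescent, judged across all proteins in the well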;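 note: 0% = unlabeled GTP competition control and 100% = no-compound control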
# Target sequence (P01112 whole entry, looked up): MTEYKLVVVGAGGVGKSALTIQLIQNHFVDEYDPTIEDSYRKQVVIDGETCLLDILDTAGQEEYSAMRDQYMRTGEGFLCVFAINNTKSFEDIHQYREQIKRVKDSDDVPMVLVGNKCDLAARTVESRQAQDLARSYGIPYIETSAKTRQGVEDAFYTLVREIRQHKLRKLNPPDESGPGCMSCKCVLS
# Rab7 wt GTP bind: dog Rab7 wildtype GTP binding, inhibitors and activators. GTP binding activity (percent of control), % at 10 µM. AID 758. GST-Rab7 beads, fluorescent GTP binding, flow cytometry; actives lie on both sides; untreated = 100%, excess cold GTP = 0%. hit rate 0.055% among 190,000;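 active = fluorescent GTP binding to Rab7 beads changed by at least 20 points from the 100% baseline, either direction, mostly lower; inconclusive = compound itself probably fluorescent, or too few beads counted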;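 note: median green fluorescence of bound Bodipy-FL-GTP per Rab7 bead population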
# ABCG2 inh: human ABCG2 inhibition, ABCB1 as counter-screen; Q9UNQ0; IgMXP3 cells, JC-1 efflux, flow cytometry; inhibition, % at 6.6 µM; hit rate 0.1% among 190,000; AID 1325;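 active = inhibition above 80%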;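 note: 0% = DMSO and 100% = nicardipine control wells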
# Target sequence (Q9UNQ0 whole entry, looked up): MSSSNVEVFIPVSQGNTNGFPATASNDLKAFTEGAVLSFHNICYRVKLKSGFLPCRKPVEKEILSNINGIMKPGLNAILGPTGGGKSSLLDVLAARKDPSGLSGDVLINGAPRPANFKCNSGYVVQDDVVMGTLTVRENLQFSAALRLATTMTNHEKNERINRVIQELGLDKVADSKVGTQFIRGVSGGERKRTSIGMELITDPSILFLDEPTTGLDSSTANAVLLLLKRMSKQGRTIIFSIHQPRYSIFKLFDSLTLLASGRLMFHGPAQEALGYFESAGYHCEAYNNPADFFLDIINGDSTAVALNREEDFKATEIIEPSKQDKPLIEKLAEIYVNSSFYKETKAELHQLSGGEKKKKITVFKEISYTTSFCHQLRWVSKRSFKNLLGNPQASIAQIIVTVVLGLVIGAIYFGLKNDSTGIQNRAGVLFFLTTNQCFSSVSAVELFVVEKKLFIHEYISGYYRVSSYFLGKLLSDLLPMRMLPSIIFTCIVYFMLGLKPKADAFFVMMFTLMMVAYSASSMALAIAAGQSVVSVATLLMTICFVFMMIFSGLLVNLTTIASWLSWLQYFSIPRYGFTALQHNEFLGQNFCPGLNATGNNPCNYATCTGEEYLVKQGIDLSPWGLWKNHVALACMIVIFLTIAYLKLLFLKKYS
#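 Assay system – ABCG2 IgMXP3 and barcoded ABCB1 CCRF-Adr cell mix · Input – 3 million cells/mL in well · Reagent – JC-1 fluorescent substrate · Compound – single test compound dose, 6.6 µM final · Timing – 10 min exposure at 25 °C with rotation, no wash · Detection – flow cytometry of retained JC-1 fluorescence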
# Cdc42 wt GTP: modulators (inhibitors or activators) of GTP binding to human Cdc42 wildtype; GST-Cdc42 beads, Bodipy-GTP binding, flow cytometry; actives lie on both sides; hit rate 0.2% among 190,000; percent activity (GTP binding), % at 10 µM;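 active = percent activity GTP binding at least 20 points away from the 100% baseline, either down as inhibitor or up as activator; inconclusive = compound flagged as likely green fluorescent from well-wide comparison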;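 note: median bead fluorescence of bound Bodipy-FL-GTP at 100 nM; 0% = excess unlabeled GTP control and 100% = no compound control; below 100% means less GTP binding so inhibitor and above means activator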
# Target sequence (P60953 whole entry, looked up): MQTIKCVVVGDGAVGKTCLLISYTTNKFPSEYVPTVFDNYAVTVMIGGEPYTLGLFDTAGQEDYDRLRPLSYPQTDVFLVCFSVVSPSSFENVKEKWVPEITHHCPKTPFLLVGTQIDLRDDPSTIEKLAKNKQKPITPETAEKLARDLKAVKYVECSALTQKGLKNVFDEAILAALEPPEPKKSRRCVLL
# Pf gametocyte: P. falciparum stage V gametocyte viability inhibition | P. falciparum stage V gametocytes, ATP luminescence, 24 h | AID 743093 | hit rate 0.065% among 150,000 | inhibition, % at 10.9 µM;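 active = inhibition above the mean plus 3 SD of compounds within the control limits, set per campaign, cut at about 38% in these data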;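 note: 0% = DMSO wells and 100% = medium only without gametocytes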
# Rac1 mut GTP: alters GTP binding to activated mutant human Rac1; P63000; GST-Rac1 activated beads, fluorescent GTP binding, flow cytometry; actives lie on both sides; 100% means binding = to untreated wells; percent activity (GTP binding), % at 10 µM; hit rate 0.11% among 190,000;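 active = GTP binding at least 20 percentage points away from the 100% baseline, in either direction, so actives lie on both sides; inconclusive = Compound likely fluorescent itself, or too few beads counted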
# Rac1 wt GTP bind: human Rac1 wildtype GTP binding, inhibitors and activators. GTP binding activity (% of control), % at 10 µM. hit rate 0.27% among 190,000. AID 757. GST-Rac1 beads, fluorescent GTP binding, flow cytometry; actives lie on both sides; 0 = cold GTP competed, 100 = untreated. P63000;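 active = GTP binding activity at least 20 points away from the 100% control level, either lower or higher; inconclusive = compound flagged as likely green fluorescent, judged across all proteins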
# An asterisk follows results filed as active; ? = inconclusive; . = not tested or not shown.
SMILES,Rab2A wt mod,Avidin bead fluor,GSH bead fluor,ABCB1 block,HRas wt GTP,Rab7 wt GTP bind,ABCG2 inh,Cdc42 wt GTP,Pf gametocyte,Rac1 mut GTP,Rac1 wt GTP bind
CCOC(=O)/C(C#N)=C\c1c(C)cc(C)c(COC(C)=O)c1C,97,6,18,1.1,98,98,2,99,.,97,99
Cc1[nH]c(=S)c(C#N)c(-c2ccco2)c1C(=O)N(C)C,97,9,23,0.2,98,95,1,96,10,96,99
Cc1noc(C)c1COC(=O)C1COc2ccccc2O1 (stereo not drawn),105,9,12,0.2,101,106,2,103,.,101,111
Cc1ccc(OCC(=O)Nc2cccc(-c3nnc(-c4ccccc4)o3)c2)cc1,100,23,10,1.7,100,102,4,102,.,98,102
CC(C(=O)NCC1CCCCC1)N1CCc2ccccc2C1 (stereo not drawn),?,26,8,-0.3,?,?,0,?,1,?,?
Cn1c(CCN2CCOCC2)nc2cc(NC(=O)c3cccs3)ccc21,99,8,20,1.4,101,105,4,98,-18,98,101
O=c1oc(/C=C/c2ccccc2)nc2sc3c(c12)CCC3,103,6,30,-1.1,103,99,0,105,.,99,105
O=C(Nc1nc(-c2ccccn2)cs1)c1cc2ccccc2o1,92,11,16,-1.5,95,99,5,90,-6,91,94
C[C@@H]1NC(=O)c2cc([N+](=O)[O-])cc(I)c2NCCCC[C@@H](C(N)=O)NC(=O)[C@H](CC(N)=O)NC1=O,97,11,16,-0.7,94,93,-1,97,.,94,101
Cc1ccc(S(=O)(=O)NCC(=O)OCC(=O)NC(=O)c2cccn2C)cc1,98,6,6,0.0,102,100,0,102,.,96,101
Clc1ccc(N/N=C/c2cccs2)nn1,92,22,7,1.6,93,91,20,92,2,96,94
Cc1ccc(CNC(=O)C2CC(=O)N(c3ccc(OCC(=O)N4CCCC4)cc3)C2)cc1 (stereo not drawn),98,17,23,1.6,100,95,2,101,.,98,102
Oc1ccccc1CN1CCC(C(O)(c2ccccc2)c2ccccc2)CC1,100,2,14,11,100,97,4,100,5,98,100
O=C(N/N=C/c1ccc2c(c1)OCO2)c1ccc(Br)o1,99,13,13,0.6,98,97,7,103,-4,99,98
CCOC(=O)c1ccc(NC(=O)c2ccc(NS(C)(=O)=O)cc2)cc1,102,11,26,-0.1,101,100,1,99,.,99,105
O=C1c2ccccc2NC2(CCCC2)N1O,100,12,28,0.1,100,100,1,103,-23,100,104
O=C(NCC1CCCO1)c1cn(-c2ccccc2)nc1-c1ccccc1 (stereo not drawn),97,5,18,0.1,97,94,1,97,.,95,98
CCOC(=O)N/N=C(\C)c1ccc(Br)cc1,99,17,32,-0.6,99,98,35,101,-9,101,103
CCOC(=O)N1CCN(c2ncnc3c2[nH]c2ccc(OC)cc23)CC1,107,26,22,1.0,108,107,4,108,.,101,105
Cn1cccc1C(=O)NC(=O)COC(=O)CNC(=O)c1ccc(Cl)cc1Cl,94,13,11,0.1,97,95,0,95,.,95,97
Cc1nn(CC(=O)c2cccc(Cl)c2)c(C)c1[N+](=O)[O-],100,12,15,-1.6,99,105,-3,99,9,95,101
CC1CCCCC1NC(=O)CSc1nnc(-c2ccccc2)n1N (stereo not drawn),105,8,8,0.2,104,106,1,111,-13,102,109
COc1cc(CNCc2ccccn2)ccc1OCc1ccc(Cl)cc1Cl,100,10,10,-0.2,101,97,0,100,.,96,94
CC(Sc1ccc2ccccc2c1)C(=O)NC(N)=O (stereo not drawn),99,12,19,1.6,101,101,17,100,-16,93,97
COc1ccc([N+](=O)[O-])cc1NC(=O)CSCc1ccccc1C,99,6,9,2.5,101,99,65,100,-7,99,99
SMILES,Rab2A wt mod,Avidin bead fluor,GSH bead fluor,ABCB1 block,HRas wt GTP,Rab7 wt GTP bind,ABCG2 inh,Cdc42 wt GTP,Pf gametocyte,Rac1 mut GTP,Rac1 wt GTP bind
COc1ccccc1Nc1cc(C)nc2c(C)ccc([N+](=O)[O-])c12,97,3,18,0.5,98,98,22,99,-13,98,102
CN1c2ccccc2Oc2nnc(Cl)cc21,98,6,27,-0.1,97,97,2,98,-21,96,95
CCSC1=N/C(=C\c2ccc(-c3ccccc3[N+](=O)[O-])o2)C(=O)S1,101,10,9,-0.1,101,105,0,101,7,99,105
Cc1c(NC(=O)OC(C)C)sc(=S)n1C,98,7,29,0.0,101,99,1,99,.,99,102
CC(C)N(C(=O)Cn1c(-c2ccccc2Cl)nc2ccccc21)c1ccccc1,99,7,28,2.5,100,102,4,98,5,98,102
CCC(C)c1ccc(NC(=S)NCc2ccccn2)cc1 (stereo not drawn),101,9,13,0.3,100,104,7,98,5,94,100
CC(=O)Cn1ncc(N2CCCCC2)c(Cl)c1=O,97,11,25,-0.8,95,102,-1,92,-4,93,94
COc1cc(/C=N/N=C2/NC(=O)C(Cc3ccccc3)S2)ccc1O (stereo not drawn),95,11,14,0.0,98,102,2,95,-21,97,95
C=CCn1c(SC(CCO)C(=O)NCc2ccco2)nc2sc3c(c2c1=O)CCC3 (stereo not drawn),97,31,14,1.9,99,95,4,100,27,99,102
CC(C)Oc1ccc(C(=O)NNC(=O)c2ccccc2C(=O)O)cc1,99,13,18,-0.1,101,102,0,103,4,101,105
Cc1ccc(OCn2c(=O)sc3ccccc32)cc1,102,11,16,0.8,102,100,2,103,.,100,100
COc1cc(/C=N/Nc2ccc3ccccc3c2)ccc1OC(=O)c1ccco1,100,11,11,-0.9,102,98,-6,105,.,103,105
Cc1ccc(N2NC(C)(c3cccs3)NC2=S)cc1 (stereo not drawn),98,11,16,-0.6,99,98,-5,98,6,98,101
CCCCCc1c(O)c2ccccc2[nH]c1=O,100,6,19,-0.1,103,101,0,103,.,99,104
Cc1ccc(O)c(C(=O)/C=C/c2ccc3c(c2)OCCCO3)c1,100,20,17,0.9,101,102,16,99,-8,98,101
CCCn1c(SCC(=O)NCCc2ccc(Cl)cc2Cl)n[nH]c1=O,101,23,14,0.0,100,99,0,104,.,101,107
COc1ccc(CCN2CC34C=CC(O3)C(C(=O)NCc3ccccc3)C4C2=O)cc1OC (stereo not drawn),100,28,20,0.5,103,99,2,106,.,98,108
Cc1ccc(C2=NCN(c3ccc(C(=O)O)cc3)C(=S)N2)cc1,96,21,11,0.2,98,98,2,99,.,96,99
Cc1cc(C)c(OCC(=O)Nc2ccccn2)c([N+](=O)[O-])c1,102,4,8,1.9,106,106,3,102,.,99,107
CCOC(=O)c1c(NC(N)=O)nc2n1CCC2,99,10,18,0.3,98,97,7,98,2,93,101
Nc1ccc2nc(-c3ccc(N)c(Cl)c3)[nH]c2c1,90,7,12,-1.2,91,98,-4,94,.,91,91
Cc1cccc(NC(=O)c2ccc(NCC3CCCO3)c([N+](=O)[O-])c2)n1 (stereo not drawn),93,10,16,3.0,95,96,22,97,.,95,98
CC(NC(=O)CSc1nnc(-c2cccnc2)n1N)c1ccccc1 (stereo not drawn),97,10,9,0.4,97,95,15,99,13,96,97
CC(/C=N/N1CCN(c2ccccc2)CC1)=C\c1ccccc1,95,11,35,0.9,98,96,10,98,.,93,97
CC1=CC(=Nc2c(C)n(C)n(-c3ccccc3)c2=O)C=C(C)C1=O,100,9,12,0.3,99,101,1,105,-12,99,104
SMILES,Rab2A wt mod,Avidin bead fluor,GSH bead fluor,ABCB1 block,HRas wt GTP,Rab7 wt GTP bind,ABCG2 inh,Cdc42 wt GTP,Pf gametocyte,Rac1 mut GTP,Rac1 wt GTP bind
Cc1nn(CCCC(=O)Nc2cc(Oc3ccccc3)cc([N+](=O)[O-])c2)c(C)c1[N+](=O)[O-],100,10,12,1.1,100,100,7,103,.,101,104
CCC1CCC(NC2CCCCNC2=O)CC1 (stereo not drawn),98,17,27,0.3,97,97,1,100,9,98,98
Cc1ccc(CNC(=O)c2ccc(CN3CCOCC3)cc2)cc1,97,3,26,0.1,95,98,4,96,.,95,98
Cc1cc(C)c2c(c1)cc(C)c1nnc(SCC(=O)N3CCCc4ccccc43)n12,98,4,9,6.6,99,98,0,100,.,99,103
Cc1cc(N)n(-c2ccc(C)c(C)c2)n1,95,7,17,1.1,99,97,1,96,-3,97,99
COc1ccc(Oc2ccc(/C=C/C(=O)c3cccc(OC)c3)cc2[N+](=O)[O-])cc1,96,3,25,0.7,98,98,12,98,17,97,103
CC(C)OC(=O)c1ccc(Cn2nnc3ccccc3c2=O)cc1,98,11,7,0.7,99,99,1,99,14,100,100
Cc1ccc2cccc(OCCOCCOc3ccccc3Br)c2n1,100,13,11,-0.1,99,97,-1,98,-17,101,100
Cc1cc(C(=O)N/N=C/c2ccc3c(c2)OCO3)c(C)o1,93,9,52,-0.5,93,98,0,91,-6,92,93
CC(C)N(Cc1ccccc1)C(=S)Nc1ccc(OC(F)F)cc1,98,2,10,-0.8,99,103,0,100,.,99,102
C=CCOC(=O)C1=C[C@H](C2CCCCC2)[C@@H](CCCO)[C@H](OCC)O1,95,5,17,0.4,96,99,3,94,-37,96,95
COc1ccc2[nH]c3c(NCCN4CCCCC4)ncnc3c2c1,95,37,12,0.0,95,96,0,98,.,94,97
CCOC(=O)N1CCN(CC(=O)Nc2ccc([N+](=O)[O-])cc2C(=O)Nc2ccccc2F)CC1,97,16,8,4.0,97,96,19,99,10,98,99
Oc1c(Cl)cc(Cl)cc1C=Nc1ccc(Br)cc1,96,26,8,1.1,96,93,3,92,.,94,94
CC12CCC(C(=O)NCCN3CCCCC3)(CC1=O)C2(C)C (stereo not drawn),101,7,18,0.1,98,97,0,99,0,97,99
COc1ccc(-n2c(Cc3cccn3C)nnc2SCC(=O)Nc2ccccc2C)cc1,98,10,24,1.6,97,102,6,98,.,99,101
COc1ccccc1N1CCN(C(=O)CN(c2cc(C)cc(C)c2)S(C)(=O)=O)CC1,98,11,14,0.5,100,97,3,98,-18,98,101
CCOC(=O)C(CC)n1cnc2c(cnn2-c2ccc(Cl)cc2)c1=O (stereo not drawn),96,8,8,-0.3,93,88,0,91,.,93,92
Cn1c(SCC(=O)N2CCN(S(=O)(=O)c3ccccc3)CC2)nc2ccccc21,100,27,19,1.0,102,100,1,102,.,99,108

# Not a hit list; 1.1% or so of the library scored in one or more.
